D3 ag = agonists of human D3 dopamine receptor | P35462 | D3R DiscoveRx beta-arrestin cells, luminescence, 90 min | max activation, % | actives 0.58% (n = 410,000) | AID 652048; in the data active = max activation above about 30%; note: 0% is about no effect; mostly tested at two doses, the higher about 12 µM
Target sequence (P35462 whole entry, looked up): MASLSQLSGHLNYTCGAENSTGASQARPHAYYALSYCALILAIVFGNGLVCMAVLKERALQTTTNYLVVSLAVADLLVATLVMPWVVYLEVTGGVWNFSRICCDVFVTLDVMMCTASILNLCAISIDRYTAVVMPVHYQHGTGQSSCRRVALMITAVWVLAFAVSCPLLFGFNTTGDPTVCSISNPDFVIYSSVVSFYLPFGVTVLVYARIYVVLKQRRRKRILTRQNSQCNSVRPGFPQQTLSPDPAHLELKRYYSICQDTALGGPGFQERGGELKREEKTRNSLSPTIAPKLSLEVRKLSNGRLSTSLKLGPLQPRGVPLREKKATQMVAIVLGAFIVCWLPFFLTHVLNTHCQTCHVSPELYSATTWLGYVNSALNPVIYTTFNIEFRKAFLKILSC
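Cells at 1500/well, incubated overnight, then treated with pinned compounds (dopamine as control) for 90 min at 37 degrees C. DiscoveRx reagent added for 30 - 60 minutes at room temperature; luminescence read.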
HT1080 IDH1KD tx = HT-1080 IDH1 knockdown cell toxicity (counter line) | Potency, µM (doses to about 46.1 µM), for inactives: at the top dose activity, negative = toxicity, usual class: cytotoxic | AID 686971 | actives 2% (n = 360,000) | HT-1080 IDH1 knockdown viability, ATP luminescence, 48 h;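 note: potency is the fitted concentration of half-maximal effect; 0% = DMSO wells and -100% = cell-free medium wells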
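HT-1080-IDH1KD cells (IDH1 knocked down), 750/well in RPMI with 5% FBS, treated with compound 48 h at 37 degrees C. Viability by CellTiter-Glo luminescence, normalised to DMSO and no-cell wells; concentration-response curves classed.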
GLP-1R agonist = activates the human GLP-1 receptor | P43220 | HEK293 GLP-1R CRE-luciferase, luminescence, 4-6 h; cells express a hypersensitive GLP-1R form | Potency, µM (highest dose often 45.6 µM), for the others: at the highest dose activation, hits mostly activators | actives 0.007% (n = 380,000); note: potency is the fitted concentration of half-maximal effect; % of control where 0% means no effect
Target sequence (P43220 whole entry, looked up): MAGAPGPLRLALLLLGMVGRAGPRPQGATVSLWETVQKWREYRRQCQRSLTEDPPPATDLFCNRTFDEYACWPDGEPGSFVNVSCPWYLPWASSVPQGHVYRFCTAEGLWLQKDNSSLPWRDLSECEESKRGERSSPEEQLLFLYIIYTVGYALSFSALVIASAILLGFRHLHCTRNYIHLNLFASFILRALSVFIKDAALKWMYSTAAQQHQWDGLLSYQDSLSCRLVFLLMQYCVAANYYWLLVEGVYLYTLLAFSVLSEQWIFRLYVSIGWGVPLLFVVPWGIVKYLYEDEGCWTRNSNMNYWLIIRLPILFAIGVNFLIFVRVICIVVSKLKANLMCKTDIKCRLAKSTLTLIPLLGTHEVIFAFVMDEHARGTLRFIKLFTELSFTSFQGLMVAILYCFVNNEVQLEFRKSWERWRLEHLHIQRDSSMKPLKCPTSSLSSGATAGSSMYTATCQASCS
KB-V1 MDR tox = kills drug-selected multidrug resistant KB-V1 cells; KB-V1 MDR cells viability, CellTiter-Glo, 72 h; Potency, µM (top dose mostly 46.1 µM), inactives show top-dose activity change, negative = cytotoxicity, actives largely listed as cytotoxic; actives 3.4% (n = 400,000); AID 1347076; note: potency is the fitted concentration of half-maximal effect; % is set by controls: 0 for no effect and ±100 for the full control effect; nearly all actives have a fitted effect of over 60% in size
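In this primary screen, KB-V1 cells overexpressing P-gp are incubated with library compounds (lowest to highest concentration) for 72 h at 37 degrees C before a luminescent ATP viability read.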
IL1B secr inh = inhibitors of inflammasome signaling (IL-1 beta secretion). THP-1 LPS/ATP IL-1B secretion, AlphaLISA, 16 h; stronger effect = lower value. activity change, % at 57.5 µM. actives 4.7% (n = 360,000); in the data active = activity change below about -50%; inconclusive = mostly about -30% to -49%; note: % is set by controls: 0 for no effect and ±100 for the full control effect
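THP-1 cells pretreated 1 hr with compounds (up to 57.5 uM final), then stimulated with LPS (250 ng/mL final) plus ATP (1.25 mM final); secreted IL-1B measured by AlphaLISA after 16 hr, decreased signal indicating inhibition.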
HT1080-NT tox = kills 2HG-producing HT-1080-NT fibrosarcoma cells | Potency, µM (top dose mostly 46.1 µM), inactives show top-dose activity, negative = less viability, actives largely listed as cytotoxic | AID 686970 | actives 1.6% (n = 360,000) | HT-1080-NT fibrosarcoma viability, CellTiter-Glo ATP luminescence, 48 h;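 note: NT is the 2HG producing partner of a matched IDH1 knockdown line; potency is the fitted concentration of half-maximal effect; 0% = DMSO-treated cells and -100% = media-only wells without cells; nearly all actives have a fitted effect of over 55% in size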
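Compounds were tested in concentration-response format on HT-1080-NT cells for 48 hours at 37 degrees C. Cell viability came from CellTiter-Glo luminescence; curves were classified by r2, response magnitude and activity.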
SW480 rerep = induces DNA re-replication in SW480 colon adenocarcinoma cells; SW480 DNA re-replication, Hoechst DNA content imaging, 48 h; Potency, µM (titrated, usually from 46.1 µM), inactives show at the highest dose re-replication activation, most hits filed as activators; actives 1.8% (n = 340,000); AID 624297; note: potency is the fitted concentration of half-maximal effect; % of control where 0% means no effect; nearly all actives have a fitted effect of over 55% in size
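Image-based read-out: total Hoechst fluorescence of nuclei (405 nm excitation, 500-530 nm emission), with hits raising the fraction of high-intensity nuclei. SW480 colon cells incubated 48 hr with compounds at 37 C.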
DRD3 antagonist = D3 dopamine receptor (human) antagonism. D3R cells, DiscoveRx beta-arrestin luminescence, antagonist mode; stronger effect = lower value. max response, negative = inhibition, %. actives 2.5% (n = 360,000). AID 652054; in the data active = max response below about -50%; inconclusive = no clear call, values can overlap the other calls; note: % is set by controls: 0 for no effect and ±100 for the full control effect; mostly tested at two doses, the higher about 12 µM
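Cells plated overnight at 1500 cells/well, then exposed to library compounds with dopamine controls for 90 minutes at 37 degrees C. DiscoveRx reagent added for 30–60 minutes at room temperature; luminescence read, quantitative HTS format.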
KB-3-1 cytotox = kills parental KB-3-1 adenocarcinoma cells; KB-3-1 viability, CellTiter-Glo ATP luminescence, 72 h; Potency, µM (titrated, usually from 46.1 µM), inactives show at the top dose activity change, negative = cytotoxic, actives largely listed as cytotoxic; actives 1.4% (n = 400,000); note: potency is the fitted concentration of half-maximal effect; % is set by controls: 0 for no effect and ±100 for the full control effect; nearly all actives have a fitted effect of over 60% in size
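Cells are dispensed, compounds pinned in, plates held at 37 °C for 72 h, then CellTiter-Glo is added and luminescence read after 10 minutes. Cell line: parental KB-3-1 in phenol-red-free DMEM, 10% FBS.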
* = called active by the depositor; ? = inconclusive; . = not tested or not shown; [ ] = another dose, or the depositor's remark. Unless noted, calls come from the whole dose curve; as a rule, active = well fitted curve in the direction sought with a large enough effect; inconclusive = small, poorly fitted or top-dose-only effect, or another doubt; inactive = no such curve, though single readings can be large; an effect the other way counts as inactive or inconclusive.

SMILES	D3 ag	HT1080 IDH1KD tx	GLP-1R agonist	KB-V1 MDR tox	IL1B secr inh	HT1080-NT tox	SW480 rerep	DRD3 antagonist	KB-3-1 cytotox
O=C(O)CC(NC(=O)c1sc2ccccc2c1Cl)c1ccc(OC2CCCC2)cc1 (stereo not drawn)	1	?	-1%	-2%	3	?	0%	-1	0%
NC(=O)C1CCN(c2oc(/C=C/c3ccccc3)nc2S(=O)(=O)c2ccccc2)CC1	-6	0%	-8%	0%	-8	-2%	?	-4	15%
O=C(CSc1nnc(-c2ccccn2)n1Cc1ccco1)c1ccc(-c2ccccc2)cc1	2	2%	1%	?	-11	1%	?	8	-17%
O=C(COc1ccc(S(=O)(=O)NCc2ccccc2)cc1Cl)N1CCOCC1	0	-2%	-5%	?	16	-1%	0%	47	7%
COc1ccccc1/C=C1\CCC(C2CCCC2)C1=O (stereo not drawn)	-1	16%	3%	-2%	23	10%	-2%	9	-7%
O=S(=O)(c1ccc(F)cc1)N1CCN(C(=S)NC2CC2)CC1	-4	-4%	-2%	-7%	-6	-2%	0.58µM*	-22	-2%
Cc1cc(C)c(CN2CCN(CCCn3cnc(C(=O)Nc4ccc(C)c(C)c4)n3)CC2)c(C)c1	14	?	0%	-2%	?	?	7.3µM*	46	0%
O=C(CC(=O)Nc1ccccc1C(=O)O)NNC(=O)Cc1ccccc1	-15	23%	-3%	26%	1	23%	7%	?	-3%
NS(=O)(=O)c1ccc(CCNC(=O)C2CCN(S(=O)(=O)c3ccccc3)CC2)cc1	1	0%	0%	-13%	-12	-5%	-13%	6	-6%
Cc1csc(NC(=O)Cc2c(F)cccc2Cl)n1	4	-18%	16%	0%	-16	4%	7%[1.84 µM]	-4	10%
COc1ccc(C(c2nnnn2CC2CCCO2)N2CCC(C(N)=O)CC2)cc1 (stereo not drawn)	1	18%	-12%	3%	10	12%	-4%	2	15%
O=C(O)CC(C(=O)O)n1nc(-c2ccccc2)cc1-c1ccccc1 (stereo not drawn)	-9	0%	0%	24%	31	7%	-1%	?	7%
COc1ccc(-c2csc(C(C)(O)c3cccc(F)c3)n2)cc1OC (stereo not drawn)	-11	-19%	30%	3%	-9	-7%	.	-17	0%
O=C(O)c1ccccc1NN=C1CCCCC1	5	-20%	6%	11%	31	-17%	-6%	-7	27%
CN1CCN(C(=O)C2=C[C@@H](c3csc4ccccc34)C[C@@H](OCc3ccc(CO)cc3)O2)CC1	-45	-4%	0%	?	?	-6%	-5%	-72*	-4%
COc1ccc(C)cc1NC(=O)C(OC(=O)C1=NNC(=O)CC1)c1ccccc1 (stereo not drawn)	-3	-8%	-5%	-6%	-19	0%	1%	-20	-5%
CCOc1ccc(/C(O)=C2/C(=O)C(=O)N(c3ccccn3)C2c2ccc(C)cc2)c(C)c1 (stereo not drawn)	7	-9%	0%	?	-6	-17%	?	-24	-12%
Cc1ccccc1-c1nnn(CC(=O)NCc2ccc3c(c2)OCO3)n1	2	0%	-6%	-1%	8	2%	1%	-23	5%
CCOC(=O)CNC(=O)c1cn(CC(C)C)c(=O)c2cc(OC)c(OC)cc12	-5	-3%	4%	-8%	-10	5%	5%	-21	19%
O=C(c1nnc(Cc2ccc(Cl)cc2)o1)N1CCc2ccccc2C1	-7	1%	7%	-2%	-8	5%	-2%	0	1%
C/C=C\C=C\C(=O)N1CC2(CC(c3cccc(NC(=O)/C(C)=C\C)c3)=NO2)C[C@H]1C(N)=O (stereo partly drawn)	-18	-3%	-2%	-8%	-5	0%	-29%[9.22 µM]	-23	3%
Cc1ccc(CC(=O)Nc2nccs2)cc1	5	5%	13%	-9%	-2	10%	4%	0	2%
O=C(CCN1C(=O)c2ccccc2C1=O)Nc1ccc(-c2nc3ccccc3s2)cc1	-5	18%	-6%	0%	-5	26%	?	-16	-5%
Cc1ccc(C(=O)NC(C)c2ccc(S(N)(=O)=O)cc2)s1 (stereo not drawn)	5	0%	1%	5%	3	11%	2%	1	22%
Cc1ccc(CSCCNC(=O)c2ccccc2)cc1	3	0%	-2%	-13%	3	5%	-75%[inhibitor]	13	-2%

Continued, overlapping the part above by two compounds.
SMILES	D3 ag	HT1080 IDH1KD tx	GLP-1R agonist	KB-V1 MDR tox	IL1B secr inh	HT1080-NT tox	SW480 rerep	DRD3 antagonist	KB-3-1 cytotox
Cc1ccc(C(=O)NC(C)c2ccc(S(N)(=O)=O)cc2)s1 (stereo not drawn)	5	0%	1%	5%	3	11%	2%	1	22%
Cc1ccc(CSCCNC(=O)c2ccccc2)cc1	3	0%	-2%	-13%	3	5%	-75%[inhibitor]	13	-2%
CCN1CCCC1CNC(=O)C(NC(=O)C1CCC(C)CC1)C(C)C (stereo not drawn)	-6	-1%	0%	-12%	9	-6%	-6%	?	-7%
CCN1CC=C2C(C#N)=C(N)C(C#N)(C#N)C(CCc3ccccc3)C2C1 (stereo not drawn)	-6	-12%	-5%	?	39	-1%	10%	?	3%
Cc1ccc(NC(=O)C2CCCN(C(=O)c3ccc(Cl)cc3)C2)cc1C (stereo not drawn)	-4	?	-8%	?	-71*	-27%	2%	1	?
CCCC(C)(C)C(=O)N1CCC1(C)C(=O)Nc1ccc(OC)c(OC)c1 (stereo not drawn)	-2	3%	4%	-8%	0	?	.	19	0%
CCOC(=O)C1(Cc2ccccc2)CCN(Cc2cccn2-c2nccs2)CC1	-22	-26%	3%	0%	?	-16%	?	-25	-22%
O=C(NC1CCN(Cc2ccccc2)CC1)c1c(Cl)cccc1Cl	-9	-3%	11%	-5%	-14	-1%	-4%	-10	-6%
CCC1=Nc2cc(C(=O)NCCN3CCOCC3)ccc2Sc2ccccc21	4	-4%	6%	-19%	-12	0%	3%	-2	3%
COc1ccc(N2C(=O)C3CCCN3C2c2cccc(C)c2)cc1 (stereo not drawn)	1	1%	-7%	4%	0	14%	0%	-18	7%
CN(CCO)c1cccc2c1S(=O)(=O)N[C@@H](Cc1ccccc1)CO2	3	2%	2%	-1%	-4	-5%	.	-11	-1%
CC(OC(=O)c1ccc(S(=O)(=O)N(C)C)cc1)C(=O)Nc1ccc(Cl)cn1 (stereo not drawn)	4	9%	4%	-5%	0	-2%	-7%	3	5%
Cc1ccc(C(=O)CSc2cc(C)[nH]c(=O)n2)cc1	-3	0%	-8%	-9%	7	0%	2%	-25	4%
Cc1ccc(CNCC(=O)Nc2ccc(N3CCOCC3)cc2)cc1	-16	-3%	6%	-8%	-1	1%	-5%	0	22%
CCCC1=NN(C(=O)Cc2ccc(OC)c(OC)c2)C(O)(C(F)(F)F)C1 (stereo not drawn)	6	-5%	-2%	-28%	49	-6%	-2%	5	0%
COc1ccc(C(=O)N/N=C/c2ccc(OC)c(OS(=O)(=O)c3ccccc3)c2)cc1	-26	?	-5%	?	0	2%	9%	-15	12%
CCOC(=O)c1c(NC(=O)CSc2nnc(C)s2)sc2c1CCC(C)C2 (stereo not drawn)	2	-7%[9.24 µM]	8%	10µM*	-10	-31%	1%	13	-8%
CCCN(CC(=O)Nc1ccc(F)c(F)c1F)C(=O)Cc1ccc(OC)c(S(=O)(=O)N2CCOCC2)c1	-2	0%	-4%	-22%	-1	-3%	2%	4	-13%
CCCCc1cc(=O)oc2cc(C)cc(OCC(=O)Nc3ccccn3)c12	1	-5%	2%	3%	-6	-11%	?	-6	-6%
O=C(Cc1cccs1)Nc1nc2c(s1)CCCC2	-16	1.1µM*	13%	12µM*	-11	?	5%	-11	?
CCN(CC)C(=O)c1c(-c2ccccc2)oc2ccc(O)cc12	-8	-6%	22%	4%	-16	-8%	-2%	-7	-15%
CCOC(=O)C(Cc1nc(OCc2ccccc2)cc(OCc2ccccc2)n1)=NO	7	-26%	-3%	13µM*	-7	-21%	12%	0	21µM*
O=C(CCCOc1ccc(Cl)cc1)N1CCOCC1	3	6%	-6%	-9%	-9	10%	2%	2	23%
O=C(Nc1ncc([N+](=O)[O-])s1)C1COc2ccccc2O1 (stereo not drawn)	4	?	-3%	?	-14	?	3%	12	16µM*
O=C(O)c1cccc(CN2C(=O)S/C(=C/c3ccccc3[N+](=O)[O-])C2=O)c1	-11	?	2%	0%	-82*	-28%	?	?	9%
CCOC(=O)N1CCC(NC(=O)c2cc3c(=O)[nH]c4ccccc4c3n2C)CC1	2	1%	5%	?	-17	11%	-9%	-1	-5%
Cc1c(Br)c([N+](=O)[O-])nn1C(C)C(=O)NCC1CCCO1 (stereo not drawn)	8	9%	-7%	-10%	41	0%	-2%	4	-10%
COc1ccccc1NC(=O)C(CC(C)C)NC(=O)C1CCCCC1 (stereo not drawn)	3	-2%	-3%	4.1µM*	-2	3%	-2%	12	0%
Cc1cccc(N(CC(=O)NCc2ccco2)C(=O)CCC(=O)Nc2ccccn2)c1	-9	10%	8%	0%	-15	-2%	-5%	?	-3%
C=CCn1c(SCc2cc(C(=O)OC)c(C)o2)nnc1-c1ccncc1	4	7%	7%	-22%	-14	0%	-1%	32	-10%
Cc1nc(NC(=O)c2ccccc2)sc1-c1csc(NCCc2ccccc2)n1	0	-23%	-1%	?	2	-19%	0%	2	?
Cc1ccc(/C=C/S(=O)(=O)Nc2ccc(C)cc2)cc1	11	11%	0%	-1%	-4	14%	-9%	-16	3%

Arranged by heavy-atom count (low to high): three of the compounds above
SMILES	D3 ag	HT1080 IDH1KD tx	GLP-1R agonist	KB-V1 MDR tox	IL1B secr inh	HT1080-NT tox	SW480 rerep	DRD3 antagonist	KB-3-1 cytotox
Cc1ccc(CNCC(=O)Nc2ccc(N3CCOCC3)cc2)cc1	-16	-3%	6%	-8%	-1	1%	-5%	0	22%
CCCC1=NN(C(=O)Cc2ccc(OC)c(OC)c2)C(O)(C(F)(F)F)C1 (stereo not drawn)	6	-5%	-2%	-28%	49	-6%	-2%	5	0%
CCCN(CC(=O)Nc1ccc(F)c(F)c1F)C(=O)Cc1ccc(OC)c(S(=O)(=O)N2CCOCC2)c1	-2	0%	-4%	-22%	-1	-3%	2%	4	-13%
